INS-1E GSIS act: GLuc luminescence reporter in INS-1E cells, primary screen for activators of glucose-dependent secretion of insulin; 370,000 tested, 0.61% active; INS-1E GLuc reporter insulin secretion, 2-3 h; activation, % at 16.6 µM;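 active = lowest replicate activation of at least 40%, so every replicate reaches that level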;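 note: 0% = median of neutral control wells and 100% = median of IBMX positive control wells; some compounds called inactive have numbers as strong as hits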
FN deposit inh: fibronectin deposition inhibition; 350,000 tested, 0.086% active; AH1F fibroblasts, Alexa488-fibronectin deposition fluorescence, overnight; inhibition, % at 12.6 µM;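 active = mean inhibition across replicates of 30% or more, regardless of how many single replicates reach that level; inconclusive = mean under 30% yet at least half of replicates reach 30%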;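 note: positive control wells lacked labelled fibronectin entirely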
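Assay system: AH1F fibroblasts / Quantity: 10000 cells per well / Medium: DMEM plus 2% serum, read in PBS / Reagent: labelled fibronectin 24 nM / Dosing: single dose, pinned / Times: 1 h cell attachment, overnight exposure to compound and label / Signal: fluorescence, ex 485 nm, em 525 nm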
PAX8 reporter: inhibitors of PAX8 transcriptional activity in RMG-I cells. RMG-I TPO-luciferase reporter, SteadyGlo, 24 h. inhibition, % at 12.6 µM. 360,000 tested, 1.2% active. AID 652154;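 active = mean replicate inhibition at least 60% with every replicate also reaching 60%; inconclusive = only one of the two criteria is met; inactive = mean below 60% and not all replicates reaching 60%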;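 note: luciferase light reporting Pax8 driven TPO promoter activity; plate controls were median of neutral control wells for no effect and mitoxantrone controls for full effect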
DENV2 CPE rescue: DENV2-induced cell death inhibition; DENV2-infected cells, cytopathic effect rescue, plate reader; CPE inhibition, % at 9.99 µM; 350,000 tested, 1.7% active; in the data active = CPE inhibition above about 20%, passing the limit was not always enough; inconclusive = no clear call, values can overlap the other calls; tested in BHK-21 cells;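 note: 0% = median of neutral control wells and 100% = median of positive control wells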
EWS-Fli block: blocks EWS/Fli oncoprotein-driven transcription; 350,000 tested, 0.67% active; A673 NR0B1-luciferase reporter, viability-normalised; AID 651661; inhibition, % at 12.6 µM;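 active = mean inhibition of at least 50% after viability correction, with every replicate also passing that limit; inconclusive = mean reaches 50% but only one of two replicates passes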;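 note: firefly luciferase signal divided by Alamar Blue viability fluorescence both relative to DMSO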
miR122 inh: miR-122 inhibition in Huh7 cells. Huh7 miR-122 Renilla luciferase sensor, 48 h; neutral wells = 0, positive control = 100. 340,000 tested, 0.3% active. activation (reporter increase), % at 12.5 µM. AID 602342;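 active = mean replicate activation score at least 90 and every replicate individually at or above 90; inconclusive = only one of the two criteria met; inactive = neither criterion met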;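 note: higher luciferase means less miR-122 activity so hits act as miR-122 inhibitors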
F508del corr: correctors of CFTR F508del function in bronchial epithelial cells | 350,000 tested, 0.36% active | activity (quench increase), % at 7.58 µM | CFBE cells, YFP halide quenching; stimulated with forskolin plus potentiator P3; % fluorescence drop versus neutral controls;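 active = mean added fluorescence quench of at least 8% versus neutral control, with both replicates also reaching 8%; inconclusive = only one of the mean or replicate conditions met; inactive = mean below 8% and not both replicates reaching 8%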;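 note: cells transiently co-express mutant CFTR-F508del with the halide-sensitive YFP; corrector assay measuring rescue of mutant channel to the surface after 24 h compound exposure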
* hit, by the source's call; ? = inconclusive; . = no result given; [ ] = another dose, or the depositor's remark.

SMILES	INS-1E GSIS act	FN deposit inh	PAX8 reporter	DENV2 CPE rescue	EWS-Fli block	miR122 inh	F508del corr
C[C@H]1CN([C@@H](C)CO)C(=O)c2cc(C#Cc3ccccn3)cnc2O[C@H]1CN(C)Cc1ccccc1	-6	-10	.	.	-2	3[16.7 µM]	3.5
NC(=O)CCCSc1nc2ccccc2[nH]1	2	-2	-1	-2	-9	1	-4.5
S=C(NCC1CCCO1)N1CCN(Cc2ccccc2)CC1 (configuration not stated)	2	-3	-18	11	-6	.	-2.1
CCCCN1C(=O)C(CC(=O)NC(c2ccccc2)c2ccccc2)CC(C(=O)N2CCOCC2)=C1C (configuration not stated)	-2	4	2	-9	0	-2	2.3
COc1cc(OC)cc(C(=O)NCC(=O)OCC(=O)Nc2ccc3c(c2)OCO3)c1	-14	7	31	5	-5	2	1.8
O=C(c1ccccn1)N1C[C@@H]2[C@H](c3ccccc31)[C@@H](CO)N2C(=O)Nc1ccccc1Cl	9	-11	1	?	4	0[16.7 µM]	-3.2
Cc1cc2nc(-c3ccc(=O)[nH]c3)n(C)c2cc1C	-6	5	-2	-7	-17	4	-0.9
COc1ccc(NC(=O)N(C)C[C@@H]2OCCCC[C@@H](C)Oc3ccc(NC(=O)Nc4ccc5c(c4)OCO5)cc3C(=O)N([C@H](C)CO)C[C@@H]2C)cc1	3	.	5	-1	-2	13[16.7 µM]	0.0
C[C@H](CO)N1C[C@H](C)[C@H](CN(C)S(=O)(=O)c2ccc(Cl)cc2)Oc2ccc(NC(=O)Nc3cccc4ccccc34)cc2CC1=O	2	2	5	7	10	-4[16.7 µM]	2.5
Cc1noc(C)c1S(=O)(=O)Nc1cccc2c1O[C@H](CN(C)S(=O)(=O)c1cccs1)[C@H](C)CN([C@@H](C)CO)C2=O	-4	.	.	10	2	-3[16.7 µM]	-0.2
O=C(Cc1cccnc1)N1CC(=O)N2[C@H](CO)[C@@H](c3ccc(C#CC4CCCC4)cc3)[C@H]2C1	7	-2	.	?	2	.	1.3
CCn1c(C(=O)NC2CCC(C)CC2)cc2sccc21 (configuration not stated)	-6	0	-122	6	.	-2	-2.8
O=C(O)c1n[nH]nc1-c1ccccc1	11	.	25	-5	-8	.	.
O=c1[nH]c(-c2ccccc2Cl)nc2c1sc(=S)n2-c1ccccc1	-12	14	-7	.	10	2	-2.0
O=C(NCc1ccco1)C1CCCN(S(=O)(=O)c2cc(Cl)ccc2Cl)C1 (configuration not stated)	-6	-7	12	-2	.	.	-2.6

In a second layout: results already given.
canonical_smiles | INS-1E GSIS act | FN deposit inh | PAX8 reporter | DENV2 CPE rescue | EWS-Fli block | miR122 inh | F508del corr
NC(=O)CCCSc1nc2ccccc2[nH]1 | 2 | -2 | -1 | -2 | -9 | 1 | -4.5
S=C(NCC1CCCO1)N1CCN(Cc2ccccc2)CC1 (configuration not stated) | 2 | -3 | -18 | 11 | -6 | . | -2.1
CCCCN1C(=O)C(CC(=O)NC(c2ccccc2)c2ccccc2)CC(C(=O)N2CCOCC2)=C1C (configuration not stated) | -2 | 4 | 2 | -9 | 0 | -2 | 2.3

New compounds follow
SMILES	INS-1E GSIS act	FN deposit inh	PAX8 reporter	DENV2 CPE rescue	EWS-Fli block	miR122 inh	F508del corr
C=CCn1cc(C(=O)NCCCOCC)c(=O)c2cc(S(=O)(=O)N(CC)CC)ccc21	.	3	16	.	.	-1	.
CCS(=O)(=O)Nc1ccc2c(c1)C(=O)N(C)[C@@H]1CC[C@@H](CC(=O)N3CCCCC3)O[C@H]1CO2	5	-24	-5	-4	-7	5[16.7 µM]	-0.2
Cc1ccc(S(=O)(=O)NCC2NCCc3ccccc32)cc1 (configuration not stated)	13	2	9	-7	-4	-1	-1.3
CC(Oc1ccccc1)C(=O)Nc1ccc(S(=O)(=O)Nc2nccs2)cc1 (configuration not stated)	32	-6	9	-3	4	-4	-0.7
CCOc1ccc(S(=O)(=O)N(CC(=O)NC2CCCCC2C)Cc2ccco2)cc1 (configuration not stated)	-6	-5	35	-1	4	75	-0.7
COc1ccc(N2CC(NS(=O)(=O)c3cccs3)CC2=O)cc1OC (configuration not stated)	41*	0	6	-6	-4	-2	2.2
COC(=O)CNC(=O)CCC(=O)N1CCN(C(c2ccccc2)c2ccccc2)CC1	-3	5	13	-2	-8	-3	-2.3
COc1cccc(CN(C)CCCn2cnc(C(=O)Nc3ccc(C)c(C)c3)n2)c1	.	-5	-2	1	-4	2	-3.7
COc1ccc(S(=O)(=O)Nc2cccc3c2O[C@@H](CN(C)Cc2ccc(C(=O)Nc4ccccc4N)cc2)[C@@H](C)CN([C@H](C)CO)C3=O)cc1	-3	.	-10	4	-9	.	0.4
COc1ccc(NC(=O)COC(=O)C2C3CC4OC(=O)C2C4C3)cc1 (configuration not stated)	-1	2	-14	-2	-8	.	-1.0
CS(=O)(=O)c1ccc(NCCN2CCOCC2)c([N+](=O)[O-])c1	1	-3	9	4	-1	-9	5.1
CCN(C(=O)c1ccc(NC(=O)c2ccco2)cc1)c1ccccc1	15	.	11	-3	.	-10	-0.7
CC(C)N1CC(C(=O)Nc2ccc(Cl)c([N+](=O)[O-])c2)CC1=O (configuration not stated)	2	4	11	-4	0	0	-2.6
O=C(O)CC(c1ccc(OC2CCCC2)cc1)N1C(=O)c2ccccc2C1=O (configuration not stated)	-21	.	14	1	-2	-4	-2.0
COc1ccc(-c2c(C(F)(F)F)nn(C)c2NC(C)=O)cc1	2	6	1	0	2	.	-0.7
COc1ccc(-n2c(=O)c3ccccc3c3ccccc3c2=O)cc1	-11	5	-6	.	.	-10	.
C[C@@H]1CN([C@H](C)CO)C(=O)c2cccc(NC(=O)Nc3ccc4c(c3)OCO4)c2O[C@@H]1CN(C)Cc1ccc(Cl)c(Cl)c1	-35	.	.	-6	-17	-2[16.7 µM]	-2.1
CNC[C@@H]1OCCCC[C@H](C)Oc2ccc(NC(=O)Cc3ccccc3)cc2C(=O)N([C@H](C)CO)C[C@@H]1C	-1	.	4	-7	-4	4[16.7 µM]	-0.5
Cc1ccnc(NS(=O)(=O)c2ccc(NC(=O)C(C)(C)C)cc2)n1	-8	-4	-3	-1	-14	4	-3.2
COC(=O)c1sccc1NC(=O)c1ccco1	.	4	-4	.	.	2	.
COc1cc(C(=S)N2CCOCC2)cc(OC)c1OC(=O)c1cccc(C)c1	-9	0	27	-2	18	.	0.1
Cn1c(SCc2ccc(Br)cc2)nc2c(c1=O)SCC2	-4	-8	5	2	11	-11	2.2
CCc1ccc(S(=O)(=O)N/N=C\c2cn(CC(N)=O)c3ccccc23)cc1	2	1	13	5	11	.	-2.0
O=C(c1c(F)cccc1Cl)N1CCN(S(=O)(=O)c2ccc3c(c2)OCCCO3)CC1	8	1	-4	6	4	0	-2.0
CN(C)c1ccnc(C(=O)O)c1	4	2	10	.	7	-9	-0.1
CCCOc1ccc(/C=N/NC(=O)CSc2ccccn2)cc1OC	.	-1	-38	7	-31	13	-2.9
CN1[C@@H]2c3cccc(=O)n3C[C@@H]2[C@@H](CO)[C@@H]1C(=O)NCC1CCCCC1	7	.	-1	-4	-1	2[16.7 µM]	0.4
COc1ccc(N(CC(=O)Nc2ccc(C)cc2)S(=O)(=O)c2c(C)noc2C)cc1	-19	-10	-1	-2	6	-5	1.6
C[C@H]1CN([C@@H](C)CO)C(=O)c2cc(NC(=O)Nc3ccc4c(c3)OCO4)ccc2O[C@@H]1CN(C)Cc1ccc2c(c1)OCO2	-2	.	-12	3	-2	0[16.7 µM]	-1.4
Cc1ccc(-c2cc(C(F)F)nc(N3CCC(C)CC3)n2)cc1	.	9	-13	.	.	-4	.

As a short view, part of the list above:
SMILES	INS-1E GSIS act	FN deposit inh	PAX8 reporter	DENV2 CPE rescue	EWS-Fli block	miR122 inh	F508del corr
C[C@H]1CN([C@@H](C)CO)C(=O)c2cc(NC(=O)Nc3ccc4c(c3)OCO4)ccc2O[C@@H]1CN(C)Cc1ccc2c(c1)OCO2	-2	.	-12	3	-2	0[16.7 µM]	-1.4
Cc1ccc(-c2cc(C(F)F)nc(N3CCC(C)CC3)n2)cc1	.	9	-13	.	.	-4	.

Additional entries:
SMILES	INS-1E GSIS act	FN deposit inh	PAX8 reporter	DENV2 CPE rescue	EWS-Fli block	miR122 inh	F508del corr
O=C1/C(=C\c2ccc([N+](=O)[O-])cc2)CS(=O)(=O)C/C1=C/c1ccc([N+](=O)[O-])cc1	65	-13	122*	-1	75*	0	-6.6
Cc1ccc(S(=O)(=O)Nc2ccc3c(c2)CC(=O)N([C@H](C)CO)C[C@H](C)[C@@H](CN(C)C(=O)Nc2cccc4ccccc24)O3)cc1	-3	.	-2	96*	-5	8[16.7 µM]	-4.1
CCC(c1nnnn1C(C)(C)C)N1CCN(C/C=C/c2ccccc2)CC1 (configuration not stated)	-8	-7	-4	-6	7	-5	4.5
Cc1cccc(CCNC(=O)C2CCCN(c3cnccn3)C2)c1 (configuration not stated)	-35	4	-10	0	-3	.	-0.5
O=c1c(Cc2ccccc2)c(O)ccn1Cc1ccc2c(c1)OCO2	11	-1	16	1	2	.	0.8
CN(C)S(=O)(=O)c1cccc(NC(=O)COc2cccc3ccccc23)c1	-30	5	17	2	5	0	-6.3
O=C(Cc1ccccc1Cl)N1CCOCC1	5	-4	1	3	2	-6	-3.1
Cc1noc(C)c1NC(=O)N(C)C[C@@H]1OCCCC[C@@H](C)Oc2ccc(NC(=O)Nc3ccc(C(F)(F)F)cc3)cc2C(=O)N([C@H](C)CO)C[C@@H]1C	0	5	-9	1	-1	2[16.7 µM]	2.1
COCC#Cc1cnc2c(c1)C(=O)N([C@@H](C)CO)C[C@H](C)[C@@H](CN(C)Cc1ccc(F)cc1)O2	-2	-10	.	15	-12	-4[16.7 µM]	2.2
CCOc1ccc(N2C(=O)CC(Sc3nnnn3-c3ccccc3)C2=O)cc1 (configuration not stated)	4	19	13	-7	-4	.	2.2
O=C(NC1CCCc2ccccc21)C1CCN(c2nnc(-n3cccc3)s2)CC1 (configuration not stated)	-10	-14	34	4	-6	12	-0.1
CO[C@H]1CN(C)C(=O)c2ccc(NC(=O)C3CCOCC3)cc2OC[C@H](C)N(CC2CC2)C[C@H]1C	12	-3	0	2	1	.	-2.3
COc1ccc(S(=O)(=O)N2CCOCC2)cc1NC(=O)c1ccc(=O)[nH]c1	2	-4	1	-3	-6	-3	3.1
Cc1cnc(C(=O)NCC(c2ccccc2)c2ccccc2)cn1	4	-4	-4	1	12	-6	1.3
Cn1sc(NC(=O)c2ccccc2)nc1=O	.	-3	-29	.	.	9	.
O=C(Nc1ccc(S(=O)(=O)N2CCOCC2)cc1)c1cc(-c2cc(Cl)ccc2O)n[nH]1	1	12	76*	-3	59*	8	0.9
CN(C)C(=O)c1ccc(-c2ccc([C@H]3[C@@H](C#N)N(S(C)(=O)=O)[C@@H]3CO)cc2)cc1	1	3	-12	2	-2	.	3.2
Cc1cc(C)nc(SCC(=O)Nc2ccccc2[N+](=O)[O-])n1	11	-6	.	.	.	2	.
CC(C)CNc1ncnc2c1ncn2[C@H]1CN(Cc2ccc(F)cc2)C[C@@H](CO)O1	-29	-4	3	-5	1	5	1.4
CCC(=O)N1C[C@H](C)[C@@H](OC)CN(C)C(=O)c2cc(NC(=O)Nc3ccccc3)ccc2OC[C@H]1C	-10	-11	-9	1	-13	20[16.7 µM]	-0.6
C/C(=N\NC(=O)c1nnn(-c2nonc2N)c1CN1CCc2ccccc21)c1ccccc1O	-1	7	25	-3	5	22	0.1
O=C(Nc1ccc(C(=O)N2CCOCC2)cc1)c1cnn2c(C(F)F)cc(-c3ccccc3)nc12	5	2	-1	9	9	-1	-1.1
Cc1noc(NS(=O)(=O)c2ccc(NC(=O)c3cc(S(=O)(=O)Nc4ccc(F)cc4)ccc3Cl)cc2)c1C	.	4	-13	.	1	.	-2.2
COC(=O)[C@]12CCCCC=C1N(Cc1cccc3ccccc13)C(=O)[C@H](CC(=O)NCCCCc1ccccc1)C2	2	-4	29	-6	7	.	-2.0

Assay outcomes from PubChem.
